# From PubChem BioAssay
# HT1080NT lethal = kills 2HG-producing HT-1080-NT fibrosarcoma cells; HT-1080-NT fibrosarcoma viability, CellTiter-Glo ATP luminescence, 48 h; Potency, µM (top dose mostly 46.1 µM), without a hit: at the top dose activity, negative = less viability, actives largely listed as cytotoxic; 360,000 compounds, 1.6% hits; AID 686970;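 also: NT is the 2HG producing partner of a matched IDH1 knockdown line; potency is read from the fitted curve at half-maximal effect; 0% = DMSO-treated cells and -100% = media-only wells without cells; nearly all actives have a fitted effect of over 55% in size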
#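 HT-1080-NT fibrosarcoma cells (2HG-overproducing), 750 cells/well in RPMI with 5% FBS, dosed after 2 h and incubated 48 h at 37C. CellTiter-Glo luminescence normalized to DMSO and no-cell wells; concentration-response curves fitted and classed.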
# SW480 rerep = DNA re-replication induction in SW480 cells. SW480 DNA re-replication, Hoechst DNA content imaging, 48 h. Potency, µM (top dose mostly 46.1 µM), for inactives: at the highest dose re-replication activation, usual class: activators. 340,000 compounds, 1.8% hits; also: potency is read from the fitted curve at half-maximal effect; % of control where 0% means no effect; nearly all actives have a fitted effect of over 55% in size
#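 Image-based DNA-content assay: after two days of treatment, nuclei were labelled with the DNA dye Hoechst and imaged, and hits were compounds raising the count of nuclei showing high fluorescence intensity.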
# ATXN2 expr inh = ATXN2 expression inhibition; HEK-293 ATXN2-luciferase reporter, luminescence, 24 h; Potency, µM (highest dose often 57 µM), inactives show top-dose activity change, negative = inhibition, usual class: inhibitors; 360,000 compounds, 0.72% hits; also: potency is read from the fitted curve at half-maximal effect; % is scaled to controls: 0 for no effect and ±100 for the full control effect; nearly all actives have a fitted effect of over 55% in size
#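 qHTS (up to 57 uM final) was run with 24 h compound exposure of reporter cells at 37 °C. Each well was multiplexed: SteadyGlo luminescence measured ATXN2-luciferase expression after a fluorogenic Gly-Phe-AFC viability readout (25 uM final).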
# ATXN viability = cell viability loss in ATXN counter-screen | S2 cells (HEK-293 line with an ATXN2-luciferase reporter) viability, CellTiter-Fluor protease fluorescence, 24 h | Potency, µM (top dose mostly 56.7 µM), usual class: cytotoxic | 400,000 compounds, 0.49% hits | AID 651635; also: potency is read from the fitted curve at half-maximal effect; nearly all actives have a fitted effect of over 40% in size
# KB-V1 cytotox = KB-V1 MDR subline cytotoxicity | Potency, µM (top dose mostly 46.1 µM), for the others: at the top dose activity change, negative = cytotoxicity, usual class: cytotoxic | 400,000 compounds, 3.4% hits | KB-V1 MDR cells viability, CellTiter-Glo, 72 h; also: potency is read from the fitted curve at half-maximal effect; % is scaled to controls: 0 for no effect and ±100 for the full control effect; nearly all actives have a fitted effect of over 60% in size
#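 In this primary screen, KB-V1 cells overexpressing P-gp are incubated with library compounds (lowest to highest concentration) for 72 h at 37 degrees C before a luminescent ATP viability read.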
# HT1080 IDH1KD tx = HT-1080 IDH1 knockdown cell toxicity (counter line); Potency, µM (titrated, usually from 46.1 µM), for inactives: top-dose activity, negative = toxicity, actives largely listed as cytotoxic; 360,000 compounds, 2% hits; HT-1080 IDH1 knockdown viability, ATP luminescence, 48 h;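 also: potency is read from the fitted curve at half-maximal effect; 0% = DMSO wells and -100% = cell-free medium wells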
#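 IDH1KD HT-1080 cells, 750/well, RPMI + 5% FBS; compound pinned after 2 h settling; 48 h, 37 °C; CellTiter-Glo luminescence; % activity normalised to DMSO and no-cell wells; curves fitted, classed by r2 and efficacy.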
# MCF10A rereplic = DNA re-replication induction in MCF 10a cells; MCF 10A DNA re-replication, Hoechst nuclear intensity, 48 h; Potency, µM (series often up to 46.1 µM), without a hit: at the top dose activity, positive = re-replication, actives largely listed as activators; 350,000 compounds, 2.9% hits; AID 624296; also: potency is read from the fitted curve at half-maximal effect; % of control where 0% means no effect; nearly all actives have a fitted effect of over 50% in size
# IL-1B inflam inh = inflammasome signaling inhibition, IL-1 beta readout. THP-1 LPS/ATP IL-1B secretion, AlphaLISA, 16 h; active compounds read low. activity change, % at 57.5 µM. 360,000 compounds, 4.7% hits. AID 743279; in the data active = activity change below about -50%; inconclusive = mostly about -30% to -49%; also: % is scaled to controls: 0 for no effect and ±100 for the full control effect
#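 THP-1 cells pretreated 1 hr with compounds (up to 57.5 uM final), then stimulated with LPS (250 ng/mL final) plus ATP (1.25 mM final); secreted IL-1B measured by AlphaLISA after 16 hr, decreased signal indicating inhibition.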
# KB-3-1 tox = kills parental KB-3-1 adenocarcinoma cells | Potency, µM (doses to about 46.1 µM), for inactives: at the highest dose activity change, negative = cytotoxic, usual class: cytotoxic | KB-3-1 viability, CellTiter-Glo ATP luminescence, 72 h | 400,000 compounds, 1.4% hits; also: potency is read from the fitted curve at half-maximal effect; % is scaled to controls: 0 for no effect and ±100 for the full control effect; nearly all actives have a fitted effect of over 60% in size
#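 72 h, 37 °C compound treatment of KB-3-1 parental cells; CellTiter-Glo added, 10 min, luminescence read. Data corrected against DMSO-only plates and normalized before curve fitting.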
# * marks the source's active call; other numbers are inactive results; i = inactive; u = inconclusive; x = no result given; & = joins results of further samples; [ ] = another dose, or the depositor's remark. Unless noted, calls follow the shape of the dose curve; as a rule, active = well fitted curve in the direction sought with a large enough effect; inconclusive = small, poorly fitted or top-dose-only effect, or another doubt; inactive = no such curve, though single readings can be large; an effect the other way counts as inactive or inconclusive.
SMILES,HT1080NT lethal,SW480 rerep,ATXN2 expr inh,ATXN viability,KB-V1 cytotox,HT1080 IDH1KD tx,MCF10A rereplic,IL-1B inflam inh,KB-3-1 tox
CC(=O)c1cc(C(=O)N2CCc3c([nH]c4ccccc34)C2CC(C)C)[nH]n1 (configuration not stated),u,2%,-24%,i,-25%,u,-13%,-10,11%
COc1ccc(C2CC(=O)N3CN(C4CCCCC4)CSC3=C2C#N)c(OC)c1 (configuration not stated),x,x,6%,u,0%,x,x,x,4%
O=C(O)CCc1ccc(S(=O)(=O)Nc2ccccc2C(=O)NCCc2ccccc2)cc1,26%,-5%,9%,i,-2%,21%,-2%,22,-7%
Cc1ccc(S(=O)(=O)NNC(=O)c2cc(C)c(C)cc2N)cc1,10%,0%,1%,i,16µM*,10%,14%,-5,9%
COc1ccc2nc(NS(=O)(=O)c3ccc(NC(C)=O)cc3)sc2c1,7%,1%,0%,i,5%,6%,4%,35,-3%
Cc1cc(O)cc(O)c1-c1onc(C(F)(F)F)c1-c1cscn1,-13%,-5%,-27%,i,u,-17%,-8%,-14,u
CCOc1cccc(/C=N/NC(=S)Nc2ccccc2[N+](=O)[O-])c1O,u,9%,x,u,-29%,16µM*,10%,147,0%
COc1ccc(NC(=O)COc2ccccc2Cl)cc1S(=O)(=O)N1CCCCC1,-12%,u,u,u,-2%,-10%,2%,-9,0%
CCOC(=O)Cc1cnc(NC(=O)CSc2nc(N)cc(N)n2)s1,-1%,1%,10%,i,-1%,-6%,2%,-17,-8%
CCN(CC1CCCN(CCc2cccc(OC)c2)C1)C(=O)c1ccoc1C (configuration not stated),3%,-2%,-14%,i,-20%,-7%,u,i,-6%
COc1ccc(C(=O)Cn2c(NCCO)nc3ccccc32)cc1OC,12%,u,-8%,i,6%,-4%,1%,-15,-3%
COc1ccc(NC(=O)CSc2nnc(Cc3ccccc3)c(=O)n2N)cc1,0%,-9%,11%,i,6%,1%,1%,-6,-1%
CCCN(CCC)CCNC(=O)c1cc2c(-c3ccccc3F)nn(C)c2s1,-24%,u,u,u,u,u,94%,-92*,-2%&4%
O=C1CCCN2N=C(SCC(=O)N3N=C(c4ccc(Br)cc4)CC3c3ccc(F)cc3)SC2=N1 (configuration not stated),-24%,-9%,9%[11.3 µM],i,u,-20%,4%,-22,-26%
O=C(NN1CCOCC1)c1cnn2c(C(F)F)cc(-c3ccccc3)nc12,3%,u,-34%,u,9%,1%,u,-9,5%
CC(OC(=O)Cn1cnc2c1c(=O)n(C)c(=O)n2C)C(=O)NC(C)c1ccc(Cl)cc1Cl (configuration not stated),1%,5%,8%,i,18%,3%,2%,12,0%
CCn1c(CSCc2ccc(F)cc2)nnc1SCC(=O)N1CCN(c2ccccc2)CC1,-14%,u,-24%,i,u,-2%,9%,u,-14%
COc1ccc(CN(C)CC(=O)Nc2cccc(S(=O)(=O)N3CCCC3)c2)cc1F,-1%,-7%,x,i,-8%,-1%,2%,14,-13%
COC(=O)c1ccccc1NC(=O)c1noc2c1CCC2,11%,-10%,11%,i,-1%,-3%,30%,39,4%
COc1ccc(C(=O)NCC(=O)n2nc(C)cc2C)cc1OC,22%,-2%,-27%,i,7%,9%,10%,16,7%
Cc1ccc2c(c1)c1c(c(=O)n(Cc3ccccc3)c(=O)n1CC(=O)Nc1ccccc1C)n2C,x,x,7%,i,-8%,x,x,x,10%
CC(C)c1onc(C(=O)NCc2ccccc2)c1[N+](=O)[O-],-8%,u,13%,i,39%,-18%,4%,-9,6%
Cc1ccc(Cc2c(C3CCCCC3)nc3ccc(Cl)cn23)cc1,u,x,0%,u,10%,-22%,x,24,0%
CCc1ccccc1NC(=O)c1cc(S(=O)(=O)N(C)C)ccc1N1CCCC1,15%,-1%,-7%,i,u,4%,3%,-8,-2%
COC(=O)c1cc(C(=O)OC)cc(N2C(=O)CC(Sc3nc(C)cc(C)n3)C2=O)c1 (configuration not stated),6%,-9%,-9%,i,15%,7%,8%,20,2%

# Some of the entries so far, with each value named.
COc1ccc(NC(=O)COc2ccccc2Cl)cc1S(=O)(=O)N1CCCCC1
- HT1080NT lethal: -12%
- SW480 rerep: u
- ATXN2 expr inh: u
- ATXN viability: u
- KB-V1 cytotox: -2%
- HT1080 IDH1KD tx: -10%
- MCF10A rereplic: 2%
- IL-1B inflam inh: -9
- KB-3-1 tox: 0%

COc1ccc(C2CC(=O)N3CN(C4CCCCC4)CSC3=C2C#N)c(OC)c1 (configuration not stated)
- HT1080NT lethal: x
- SW480 rerep: x
- ATXN2 expr inh: 6%
- ATXN viability: u
- KB-V1 cytotox: 0%
- HT1080 IDH1KD tx: x
- MCF10A rereplic: x
- IL-1B inflam inh: x
- KB-3-1 tox: 4%

# (more compounds)
SMILES,HT1080NT lethal,SW480 rerep,ATXN2 expr inh,ATXN viability,KB-V1 cytotox,HT1080 IDH1KD tx,MCF10A rereplic,IL-1B inflam inh,KB-3-1 tox
CCCCOC(=O)CCc1c(C)[nH]c(=O)c(C#N)c1C,7%,-2%,2%,i,14%,-2%,-13%,13,-1%
CN(C)S(=O)(=O)c1cccc(NC(=O)Cc2ccsc2)c1,-1%,2%,-5%,i,5%,-6%,-14%,19,-2%
C=CCOc1ccc2ccccc2c1CNn1cn[nH]c1=S,0%,-33%[inhibitor],-24%,i,-13%,-9%,-9%,-10,16%
Cc1ccc(N2C(=O)[C@@H]3Cc4ccccc4CN3C2=O)cc1,11%,-16%,19%,i,-23%,4%,2%,-8,3%
CN(Cc1nccs1)C(=O)C1CCC(=O)N(CCc2cccc(F)c2)C1 (configuration not stated),-4%,1%,-4%,i,-5%,-5%,0%,0,1%
Nc1nonc1C(=O)NCCNCc1ccc(Cl)c(Cl)c1,x,x,-18%,i,0%,x,x,x,-15%
Cc1cccc(C(=O)NNC(=O)c2ccc3ccccc3c2)c1,6%,-4%,5%,u,-6%,9%,6%,u,-5%
Cc1ccc(S(=O)(=O)Cc2ccc(C(=O)N3CCN(c4cc(C)ccc4C)CC3)o2)cc1,13%,2%,-27%,i,18µM*,5%,u,18,u
Cc1ccc(N(C(=O)Cn2nnc3ccccc32)C(C(=O)NCc2ccccc2)c2ccccn2)cc1 (configuration not stated),10%,4%,0%,i,-6%,20%,5%,-12,-1%
O=C(COC(=O)c1ccccc1Cl)NCc1cccs1,5%,x,x,i,-4%,9%,x,7,1%
CCc1nc(SCC(=O)c2ccc(C)c(C)c2)n[nH]1,6%,-1%,10%,u,u,17%,8%,-9,13%
CN(C)CC1CCC/C(=C\c2ccc(OC(=O)/C=C/c3ccc(Cl)c(Cl)c3)cc2)C1=O (configuration not stated),2%,5%,-12%,u,u,-2%,-4%,u,u
CSc1ccccc1C(=O)N1CCN(c2ncccn2)CC1,-4%,-11%,-27%,i,21%,1%,11%,48,-1%
CCC(=O)c1ccc(OC(=O)Cc2ccc(OC)cc2)cc1,22%,-5%,-9%,i,4%,10%,4%,11,-7%
c1coc(-c2nnc3sc(-c4cccs4)nn23)c1,3%,2%,-3%,i,14%,-1%,0%,0,-5%
Cn1cccc1-c1cc(C(=O)N/N=C/c2ccc(F)cc2)[nH]n1,-1%,-4%,-23%,i,3%,-7%,6%,u,3%
CCCCn1nnc(NC(=O)c2sc3cc(Cl)ccc3c2Cl)n1,-9%,-2%,-16%,i,-26%,-13%,17%,u,-7%
O=c1c(-c2cc3ccccc3o2)[n+]([O-])c2ccccc2n1OCc1ccccn1,1%,2%,36%[activator],i,3.7µM*,3%,u,0,13%
CCCCC(=O)Nc1ccc2c(c1)nc1n2CCOC1,2%,-2%,-6%,i,u,-1%,13%,-19,u
CCOP(=O)(OCC)C(NC(=O)c1cc([N+](=O)[O-])cc([N+](=O)[O-])c1)C(F)(F)F (configuration not stated),-19%,26%,-14%,i,6%,-4%,u,-16,-1%
O=C(COc1ccc(C(=O)c2ccccc2)cc1)NCC1CCCCC1,-9%,0%,-8%,i,0%,-15%,18µM*,-15,-13%
Cc1noc(C)c1C(=O)NC(Cc1c[nH]c2ccccc12)C(=O)O (configuration not stated),22%,-2%,5%,u,2%,9%,-5%,21,7%
[N-]=[N+]=NC[C@H](Cc1ccccc1)N1CC[C@@H](NC(=O)OCc2ccccc2)CCC1=O,-7%,28%,-2%,i,3%,-6%,20%,18,0%
Cc1ccc(N2C(=O)N(CC(=O)Nc3ccc(C)c(C)c3[N+](=O)[O-])C(=O)C2C)cc1 (configuration not stated),5%,3%,4%,i,u,7%,2%,38,-5%
COc1cccc(C(=O)Nc2ccc3nc(SCCOc4ccccc4)sc3c2)c1,x,x,-3%,i,2%,x,x,x,0%
CCOC(=O)Cc1csc(NC(=O)c2ccc(C)c(S(=O)(=O)N3CCOCC3)c2)n1,-3%,-6%,-20%,i,3%,1%,-5%,-16,17%

# Some of these compounds in order of their number in SW480 rerep, falling:
molecule | SW480 rerep | IL-1B inflam inh
O=C(COc1ccc(C(=O)c2ccccc2)cc1)NCC1CCCCC1 | 0% | -15
CCCCn1nnc(NC(=O)c2sc3cc(Cl)ccc3c2Cl)n1 | -2% | u
CSc1ccccc1C(=O)N1CCN(c2ncccn2)CC1 | -11% | 48

# Single records, as listed above. Order of values: HT1080NT lethal	SW480 rerep	ATXN2 expr inh	ATXN viability	KB-V1 cytotox	HT1080 IDH1KD tx	MCF10A rereplic	IL-1B inflam inh	KB-3-1 tox
# Listed for Cc1ccc(N(C(=O)Cn2nnc3ccccc32)C(C(=O)NCc2ccccc2)c2ccccn2)cc1 (configuration not stated) → 10%	4%	0%	i	-6%	20%	5%	-12	-1%
# Listed for CN(C)S(=O)(=O)c1cccc(NC(=O)Cc2ccsc2)c1 → -1%	2%	-5%	i	5%	-6%	-14%	19	-2%
